FID counter – displaces DNA intercalator in HCV helicase counter-screen. DNA fluorescent intercalator displacement, fluorescence. inhibition, % at 7.9 µM. actives 0.17% (n = 290,000). AID 1845; in the data active = inhibition above about 37%;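 note: 0% = vehicle and 100% = reference compound; higher means more ethidium bromide displaced from hairpin DNA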
MEKK2 mut-MEK5 – signal of MEK5 binding to mutant human MEKK2 PB1 domain; bead flow cytometry, Alexa488-MEK5 binding to MEKK2 mutant; percent response, % at 10 µM; actives 0.35% (n = 290,000); AID 1530; in the data active = percent response above about 24%, passing the limit was not always enough; note: inactives centre near 1; some results filed as inactive read as strong as hits
NS3 helicase inh – blocks Hepatitis C virus NS3 helicase unwinding. NS3 helicase DNA unwinding, Cy5 molecular beacon fluorescence. inhibition, % at 10.9 µM. actives 0.56% (n = 290,000);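 active = inhibition above the mean of all tested compounds plus 3 SD, set per campaign, cut at about 35% in these data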;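 note: 0% = DMSO wells and 100% = thioflavine S control wells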
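assay system = NS3 helicase fragment of HCV | buffer or medium = MOPS pH 6.5, MgCl2, DTT, Tween20, BSA | timing = 60 min unwinding reaction at 25 °C after ATP addition | signal = Cy5 beacon fluorescence read at start and 1 h | read-out basis = % inhibition of unwinding | control set = low DMSO, high thioflavine S at 110 µM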
SUMO HTRF inh – SUMOylation inhibition; inhibition, % at 35 µM; AID 2006; P63279; HTRF SUMOylation assay, SAE1/SAE2 + UBC9, in vitro; actives 0.36% (n = 290,000); in the data active = inhibition above about 50%, passing the limit was not always enough; note: strong numbers were not always called active
Target sequence (P63279 whole entry, looked up): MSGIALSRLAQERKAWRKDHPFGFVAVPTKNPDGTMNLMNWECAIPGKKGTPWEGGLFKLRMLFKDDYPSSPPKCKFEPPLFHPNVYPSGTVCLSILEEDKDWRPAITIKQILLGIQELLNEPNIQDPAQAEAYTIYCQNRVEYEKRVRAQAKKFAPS
IMP-1 inhibitor – inhibitors of Pseudomonas aeruginosa IMP-1 metallo-beta-lactamase; inhibition, % at 5.6 µM; AID 1556; actives 0.45% (n = 290,000); purified IMP-1, nitrocefin hydrolysis, epi-absorbance fluorescence;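 active = inhibition above the mean plus 3 SD of all compounds in the same screening run, cut at about 4.5% in these data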;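 note: 0% = IMP-1 with DMSO and 100% = DMSO wells lacking enzyme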
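System: purified IMP-1 / Input: IMP-1 dispensed at 0.2 nM / Medium: 50 mM HEPES pH 7.1, 50 µM ZnSO4, 0.05% Brij 35 / Timing: 15 min enzyme–compound preincubation, then 25 min nitrocefin reaction, 25 °C / Technique: plate fluorescence quenching by hydrolysis product, ex 480/em 530 nm / Repeats: singlicate testing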
VIM-2 inh – blocks Pseudomonas aeruginosa VIM-2 metallo-beta-lactamase. actives 0.89% (n = 290,000). inhibition, % at 5.6 µM. AID 1527. purified VIM-2, nitrocefin hydrolysis, epi-absorbance fluorescence;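 active = inhibition above the mean of all tested compounds plus 3 SD, cutoff set per screening run, cut at about 7.5% in these data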;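 note: red hydrolysis product quenches plate fluorescence so inhibitors raise well fluorescence; 0% = enzyme with DMSO and 100% = DMSO without enzyme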
M18AAP inhibitor – PfM18AAP enzyme inhibition. AID 1822. actives 1.2% (n = 290,000). recombinant PfM18AAP, H-Glu-NHMec fluorogenic cleavage. inhibition, % at 7.35 µM;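 active = inhibition above the campaign mean inhibition over all tested compounds plus 3 SD, cut at about 28% in these data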;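 note: 0% = plate median of test compound wells and 100% = 2 mM ZnCl2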
MEKK2 WT-MEK5 – raises or lowers MEK5 binding to wildtype human MEKK2 PB1 domain. bead flow cytometry, Alexa488-MEK5 binding to MEKK2 WT; actives lie on both sides. binding response (% of control), % at 10 µM. actives 1.1% (n = 290,000); in the data active = binding response below about 67% or above about 130%
NALP1 inh – blocks the NALP1 inflammasome reconstituted in yeast; S. cerevisiae NALP1/ASC/caspase-1 growth, X-gal OD620, 72 h; inhibition, % at 10 µM; actives 0.61% (n = 280,000); AID 2071; in the data active = inhibition mostly above about 24%, no sharp cut-off; inactive = mostly below about 32%; note: some compounds called inactive have numbers as strong as hits
An asterisk follows results filed as active; nt = not tested or not shown.

SMILES	FID counter	MEKK2 mut-MEK5	NS3 helicase inh	SUMO HTRF inh	IMP-1 inhibitor	VIM-2 inh	M18AAP inhibitor	MEKK2 WT-MEK5	NALP1 inh
CCc1cc(=O)oc2c(CNCc3ccccc3F)c(O)c(Cl)cc12	-9	6	-11	29	-2.2	-0.7	3	105	8
CCCCN(CC)CCNC(=S)Nc1ccc2nc(N3CCN(C)CC3)cc(C)c2c1	43*	14	-23	-7	-0.4	1.4	-7	131	26
Cc1nc(-c2ccc(C(=O)Nc3ccc(F)cc3)cc2)cs1	-9	-2	7	2	-2.6	-2.4	9	98	9
S=c1[nH]nc(COc2ccccc2)n1/N=C/c1ccccc1Br	-19	1	18	-19	-2.6	-4.6	35*	105	0
Cc1cc(C)n(-c2cc(Cl)cc(Cl)c2)c(=O)c1C#N	-4	2	12	3	-3.0	-2.4	7	102	-24
CCCc1nn(C)c(C(=O)Nc2ccc(CC)cc2)c1Cl	-15	2	-2	-4	-2.4	-1.3	-1	106	22
O=C(CC1S/C(=N/N=C2CCCCCC2)NC1=O)Nc1ccccc1C(F)(F)F (stereo not drawn)	-45	1	3	9	-2.6	-4.2	9	99	-30
COc1ccc(NS(=O)(=O)c2ccc(NC(=O)c3ccccc3Br)cc2)nn1	-4	-11	8	-6	-3.3	-3.5	-10	82	-2
COc1ccc(Br)cc1/C=N/NC(=O)c1ccc(COc2ccc3c(c2)CCC3)o1	-3	1	-8	9	-2.1	-2.0	-1	103	-5
CCn1cc(C(=O)NC(C)C2CC3CCC2C3)cn1 (stereo not drawn)	-3	3	-6	2	-2.5	-1.8	2	107	2
O=S(=O)(/C=C/c1ccccc1)N1CCN(Cc2ccccc2)CC1	-2	1	-4	-1	-3.6	-4.1	7	101	24
Cc1cccc(N(C(=O)c2snc(C(N)=O)c2N)C(C(=O)NCC2CCCO2)c2cccs2)c1 (stereo not drawn)	-31	-3	-2	7	-2.9	-1.7	-6	94	-7
O=[N+]([O-])c1ccc(N2CCN(c3ccccc3)CC2)nc1	0	-19	-7	2	-0.1	-0.7	-9	93	30
COc1ccc(Br)cc1CN1CCN(C(=O)c2ccc(F)cc2)CC1	-20	-6	6	1	-3.7	0.3	-17	105	1
CCOc1cc(NC(=S)NCCCN2CCOCC2)c(OCC)cc1NC(=O)c1ccccc1C	-2	-17	-3	-15	-0.9	0.6	0	78	3
CCCCN(CC)C(=O)CSc1nc2c(sc(=S)n2-c2ccc(OCC)cc2)c(=O)[nH]1	-25	-5	22	21	-3.4	-2.2	-8	95	10
Cc1ccsc1C1C(C#N)=C(N)Oc2n[nH]c(C)c21 (stereo not drawn)	6	2	10	-2	-2.4	-2.3	7	102	2
Cc1cc2nc(C3CCCN(C(=S)Nc4ccccc4C)C3)[nH]c2cc1C (stereo not drawn)	3	nt	1	-6	-2.1	-4.7	-3	nt	17
Nc1nonc1C(=O)N/N=C/c1ccc(-c2ccc(Cl)c(C(=O)O)c2)o1	-4	1	2	4	0.4	0.7	6	98	1
CCOC(=O)N1CCC(NC(=O)c2cc(C(=O)NCC(OC)OC)ccc2CO)CC1	-5	0	0	-4	-1.0	2.0	6	98	22
COc1ccc(C2/C=C\CN(C(=O)Nc3ccccc3)CC(=O)N2Cc2ccc(F)cc2)cc1 (stereo not drawn)	nt	3	nt	-16	nt	nt	nt	106	3
CC(=O)c1ccc(NC(=O)N[C@@H](Cc2ccccc2)C(=O)O)cc1	-1	-4	4	9	-1.6	-2.6	-1	97	-2
COc1ccc(S(=O)(=O)N2CCC(C(=O)NCC3CCCO3)CC2)cc1Cl (stereo not drawn)	-21	1	9	3	-2.7	-3.7	-6	95	3
Cc1nn(Cc2ccc(F)cc2)c(C)c1NC(=O)c1cnn2c1NC(c1ccccc1)CC2C(F)(F)F (stereo not drawn)	-39	4	-15	-14	-3.7	-6.9	-4	106	16
Cc1ccc(NC(=O)CSc2ccc3c(c2)OCCO3)c(O)c1	-14	-2	3	-24	0.1	-1.1	0	94	14
O=C(Cc1ccccc1)NCc1n[nH]c(=S)n1-c1ccc(Br)cc1	-5	-10	-16	3	-3.8	-1.6	23	93	-14
S=C1SCN(CC2CC2)CN1CC1CC1	0	-2	5	21	-1.9	-1.9	5	91	nt
COc1ccc(CNC(=O)C[C@H]2C(=O)N(Cc3ccccc3)C[C@@H]2Cc2ccccc2)cc1	-41	1	-6	8	-3.1	-1.2	-10	101	17
Cc1ccc(NC(=O)c2ccc(OC(=O)c3ccco3)cc2)cc1	-13	9	2	32	-2.1	-3.1	11	103	-5
O=C(c1cc(S(=O)(=O)N2CCOCC2)ccc1F)N1CCN(Cc2ccccc2)CC1	-22	2	6	17	-1.0	-1.5	-1	104	9
CC(=O)Oc1c(Cl)c(N2CCOCC2)c(OC(C)=O)c2ccccc12	-14	-1	1	16	0.1	2.6	17	97	15
COc1ccc(C)cc1NC(=O)CSc1ccc(Cl)cc1	-13	0	-3	6	0.5	-1.9	0	99	43
O=C1CN(C(=O)COc2ccc(Br)cc2Br)c2ccccc2N1	-17	5	0	1	-1.2	0.1	-11	106	-4
Cc1ccc(OC(=O)CCS(=O)(=O)c2ccc(C)cc2)cc1	-23	6	2	4	-2.1	-2.9	13	109	14
O=C(Cc1ccc(F)cc1)Nc1ccc(Cl)cn1	-4	0	-4	-13	-0.5	-1.7	0	101	14
CC(C)CNC(=O)c1ccc2c(c1)C(=O)N(C1CCCCC1)C2=O	-26	0	-4	6	0.4	2.1	-12	109	0
CCc1ccccc1NC(=O)CN(c1ccc(OC)cc1OC)S(=O)(=O)c1ccccc1[N+](=O)[O-]	1	-9	-9	-1	-2.3	-2.3	-10	94	-1
O=C(CCNC(=O)c1ccccc1)Nc1ccc(F)c(Cl)c1	-2	1	6	4	-2.1	0.8	-4	108	23
COc1ccc(-c2[nH]ncc2CN(C)Cc2cnccn2)c(OC)c1	2	nt	-10	2	-1.5	-4.1	-4	nt	4
O=C1CCC(C(=O)N(c2ccccc2)C2(C(=O)NC3CCCCC3)CCCCC2)N1 (stereo not drawn)	-35	6	1	-7	-3.7	-4.9	1	107	-14
C=CCn1c(SCC(=O)N2CCCC2)nc2scc(-c3cccs3)c2c1=O	-4	nt	4	-27	-0.5	-2.4	-1	nt	33
Cc1ccccc1N=Cc1c(O)n(-c2nccs2)c(=O)c2ccccc12	-15	-1	8	10	-2.8	-2.5	-3	98	32
COc1ccc(C(=O)NCCSCc2ccc(C)cc2)cc1	-15	3	-1	15	2.0	0.1	7	105	3
Cc1ccc(C(=O)N2CCCC(Nc3ccc(F)cc3)C2)cc1C (stereo not drawn)	-27	-5	8	25	0.5	-2.8	4	100	12
CC(C)COC(=O)c1ccc2c(c1O)C(=O)c1ccccc1C2=O	4	-3	4	5	-1.6	-1.7	0	100	7
CCOC(=O)C(NC(C)=O)(Nc1ccc(S(=O)(=O)Nc2nccs2)cc1)C(F)(F)F (stereo not drawn)	1	8	4	11	-9.1	-4.4	3	100	12
CCN1CCN(c2ccc(S(=O)(=O)N(CC)CC)cc2[N+](=O)[O-])CC1	7	-3	-3	2	-2.5	-1.3	4	94	42
CC(C)CC1NC(=O)N(CC(=O)N2CCN(S(=O)(=O)c3ccc4ccccc4c3)CC2)C1=O (stereo not drawn)	-4	7	-8	-18	-1.9	-1.7	1	105	37
CC(C)(C)NC(=O)C(c1ccc(F)cc1)N(Cc1ccco1)C(=O)Cn1nnc(-c2cccs2)n1 (stereo not drawn)	-21	-2	-4	27	-0.1	-0.4	-6	94	10
COc1cc2c(cc1OC)CN(Cc1cc(=O)n3c(-c4ccccc4)csc3n1)CC2	-4	-2	3	31	0.3	1.9	-9	98	-2
CCOc1ccccc1NC(=O)CN(c1ccc(OC)cc1)S(=O)(=O)c1c(C)noc1C	-5	-1	-1	-2	-4.0	1.0	0	95	-1
C=CCNc1nc(Nc2ccc(OC)cc2OC)nc(OCC)n1	-11	2	-4	6	-2.5	0.2	-15	101	10
CC(=O)COc1ccc2c(c1C)O/C(=C\c1ccco1)C2=O	-18	2	31	13	1.2	2.9	14	97	3
Cc1nc(=O)c(-c2ccccc2)c(C)n1Cc1ccccc1	-2	-6	-10	7	-0.5	-4.1	-1	97	-1
CCN(C(=O)c1cc2ccccc2oc1=O)c1cccc(C)c1	-19	6	-1	18	-1.1	-3.3	0	102	22

In another format: results already given
The line under a structure holds: FID counter	MEKK2 mut-MEK5	NS3 helicase inh	SUMO HTRF inh	IMP-1 inhibitor	VIM-2 inh	M18AAP inhibitor	MEKK2 WT-MEK5	NALP1 inh
> C=CCn1c(SCC(=O)N2CCCC2)nc2scc(-c3cccs3)c2c1=O
    -4	nt	4	-27	-0.5	-2.4	-1	nt	33
> CCN(C(=O)c1cc2ccccc2oc1=O)c1cccc(C)c1
    -19	6	-1	18	-1.1	-3.3	0	102	22

Of the compounds above, 12 contain fluorine.
SMILES	FID counter	MEKK2 mut-MEK5	NS3 helicase inh	SUMO HTRF inh	IMP-1 inhibitor	VIM-2 inh	M18AAP inhibitor	MEKK2 WT-MEK5	NALP1 inh
CCc1cc(=O)oc2c(CNCc3ccccc3F)c(O)c(Cl)cc12	-9	6	-11	29	-2.2	-0.7	3	105	8
Cc1nc(-c2ccc(C(=O)Nc3ccc(F)cc3)cc2)cs1	-9	-2	7	2	-2.6	-2.4	9	98	9
O=C(CC1S/C(=N/N=C2CCCCCC2)NC1=O)Nc1ccccc1C(F)(F)F (stereo not drawn)	-45	1	3	9	-2.6	-4.2	9	99	-30
COc1ccc(Br)cc1CN1CCN(C(=O)c2ccc(F)cc2)CC1	-20	-6	6	1	-3.7	0.3	-17	105	1
COc1ccc(C2/C=C\CN(C(=O)Nc3ccccc3)CC(=O)N2Cc2ccc(F)cc2)cc1 (stereo not drawn)	nt	3	nt	-16	nt	nt	nt	106	3
Cc1nn(Cc2ccc(F)cc2)c(C)c1NC(=O)c1cnn2c1NC(c1ccccc1)CC2C(F)(F)F (stereo not drawn)	-39	4	-15	-14	-3.7	-6.9	-4	106	16
O=C(c1cc(S(=O)(=O)N2CCOCC2)ccc1F)N1CCN(Cc2ccccc2)CC1	-22	2	6	17	-1.0	-1.5	-1	104	9
O=C(Cc1ccc(F)cc1)Nc1ccc(Cl)cn1	-4	0	-4	-13	-0.5	-1.7	0	101	14
O=C(CCNC(=O)c1ccccc1)Nc1ccc(F)c(Cl)c1	-2	1	6	4	-2.1	0.8	-4	108	23
Cc1ccc(C(=O)N2CCCC(Nc3ccc(F)cc3)C2)cc1C (stereo not drawn)	-27	-5	8	25	0.5	-2.8	4	100	12
CCOC(=O)C(NC(C)=O)(Nc1ccc(S(=O)(=O)Nc2nccs2)cc1)C(F)(F)F (stereo not drawn)	1	8	4	11	-9.1	-4.4	3	100	12
CC(C)(C)NC(=O)C(c1ccc(F)cc1)N(Cc1ccco1)C(=O)Cn1nnc(-c2cccs2)n1 (stereo not drawn)	-21	-2	-4	27	-0.1	-0.4	-6	94	10
